Screens (PubChem)
CD40 NFkB inh: CD40 pathway inhibition in BL2 cells | BL2 NF-kB luciferase reporter, CD40L-induced, 4 h | inhibition, % at 10 µM | 83,000 compounds, 0.94% hits;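 active = mean inhibition of at least 50% with a set share of replicates also reaching that level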;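 note: 0% = neutral control wells and 100% = IKK inhibitor VII at 50 µM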
* hit, by the source's call; & = joins results of further samples; ! = not confirmed by another sample; [ ] = dose if it differs, or a comment. The list is partial. The share of hits here may be higher or lower than overall.

item	molecule	CD40 NFkB inh
1	O=C(c1ccc(N2CCCC2=O)cc1)N1CCN(c2ccccc2)CC1	5.8
2	N#C[C@@H]1[C@@H](c2ccc(C#Cc3ccc(F)cc3)cc2)[C@H](CO)N1C(=O)C1CCC1	0.8[25 µM]
3	CCS(=O)(=O)N1CC2(CN(Cc3cccc(Cl)c3)[C@H](CO)c3c2c2ccc(OC)cc2n3C)C1	8.4[25 µM]
4	CCCN(C)C[C@@H]1OCc2cn(nn2)CCCC(=O)N([C@@H](C)CO)C[C@@H]1C	2.1[25 µM]
5	Cc1ccc(NC(=O)COC(=O)CCc2ccc(S(=O)(=O)N3CCOCC3)cc2)c(C)c1	6.3
6	CC1CCN(c2ccc3nnc(CCC(=O)N4CCCCC4)n3n2)CC1	-1.1
7	N#C[C@@H]1[C@@H](c2ccccc2C2=CCCCC2)[C@@H](CO)N1S(=O)(=O)c1cccc(F)c1	11.0
8	CCCn1c(SCC(=O)Nc2ccc(Cl)cc2F)nc(O)cc1=O	3.0
9	COc1ccccc1NC(=O)N1CC(=O)N2[C@H](C1)[C@H](c1ccc(C#CC(C)C)cc1)[C@@H]2CO	1.4[25 µM]
10	Cc1cccc(OCCCC(=O)O)c1	19.4
11	COC(=O)c1c(-c2ccccc2)csc1NC(=O)C1CC=CCC1C(=O)O (stereo unspecified)	0.7
12	COCC(=O)Nc1ccc2c(c1)C(=O)N(C)[C@@H]1CC[C@@H](CC(=O)NC3Cc4ccccc4C3)O[C@@H]1CO2	-6.4[25 µM]

(continued)
item	molecule	CD40 NFkB inh
13	CN(C[C@H]1[C@@H](c2ccccc2)[C@@H](CO)N1Cc1ccccn1)S(C)(=O)=O	-4.7[25 µM]
14	O=C(CSc1ncn[nH]1)N1N=C2/C(=C\c3ccco3)CCCC2C1c1ccco1 (stereo unspecified)	-1.2
15	CC(C)N(C)S(=O)(=O)c1ccc(NC(=O)CSC(=S)N2CCCC2)cc1	7.7
16	CCOc1ccc(/C=N/OCC(=O)Nc2cc(C)on2)cc1	-7.7
17	COc1cc(OC)cc(C(=O)OCC(=O)Nc2cccc(S(=O)(=O)NC3=NCCCCC3)c2)c1	17.3
18	O=C(CCCn1cc([N+](=O)[O-])cn1)N1CCCCC1	0.6
19	CCN(CC(=O)Nc1c(F)cccc1F)C(=O)c1cc(-c2cccs2)nn1-c1ccccc1	2.8
20	NS(=O)(=O)c1ccc(CCNC(=O)CCNS(=O)(=O)c2ccccc2C(F)(F)F)cc1	4.2
21	C[N+]12CCC(CC1)C(OC(=O)C(O)(c1ccccc1)c1ccccc1)C2 (stereo unspecified)	1.2
22	N#C[C@H]1[C@@H](c2ccccc2-c2ccccc2)[C@H](CO)N1C(=O)Cc1ccncc1	-9.5[25 µM]
23	CC(=O)Nc1ccc(S(=O)(=O)N(C)CC(=O)OCC(=O)N2CCCCC2)cc1	-5.8
24	O=S(=O)(c1ccccc1)N1CC[C@@H]2[C@H](CO)Nc3ccc(C#Cc4cccc(F)c4)cc3[C@@H]21	27.0

More records
item	molecule	CD40 NFkB inh
25	CC1CCCC(C)N1C(=O)Cn1c(=O)sc2ccccc21 (stereo unspecified)	8.2
26	COc1cc(C(=O)N(C)Cc2cccc(OC)c2OC)ccc1OCC(=O)Nc1cccc(C(F)(F)F)c1	7.6
27	O=C(C[C@H]1C[C@H]2c3cc(NC(=O)NC4CCCC4)ccc3O[C@H]2[C@@H](CO)O1)NCc1ccccc1	9.9
28	CN(CC(=O)OCC(=O)NCc1ccccc1)S(=O)(=O)c1ccc(F)cc1	2.9
29	N#Cc1cccc(-c2ccc(C3[C@@H]4CN(C(=O)C5CC5)C[C@H]3N4)cc2)c1 (stereo partly specified)	76.3*!
30	CN(C)C(=O)c1cccc(-c2ccc3c(c2)[C@H]2[C@H](CCN2C(=O)Cc2ccccn2)[C@H](CO)N3C)c1	24.2[25 µM]
31	CCc1c(C)nn(C(=O)/C(C#N)=C\N(C)C)c1C	0.8
32	O=C(C1CCN(c2ncnc3c2nc2n3CCCCC2)CC1)N1CCCCC1	8.4
33	O=C(O)CCC(CNS(=O)(=O)c1ccccc1)C(F)(F)F (stereo unspecified)	2.5
34	O=C([C@H]1N[C@H]2c3ccc(/C=C/c4ccccc4)c(=O)n3C[C@H]2[C@@H]1CO)N1CCCCC1	-6.9[25 µM]
35	COC(=O)c1ccc(-c2ccc(C(=O)N3CCCN(C)CC3)cc2)cc1	-27.4
36	COc1ccc2nc(NC(=O)CS(=O)(=O)Cc3ccccc3)sc2c1	4.4

Next structures follow:
item	molecule	CD40 NFkB inh
37	Clc1ccc(C2CSc3c4ncnc-4ncn32)cc1 (stereo unspecified)	0.7
38	CN(C[C@H]1N[C@@H](CO)[C@H]1c1ccc(-c2cccc(F)c2)cc1)S(C)(=O)=O	-5.4[25 µM]
39	O=C1C2C3C=CC(O3)C2C(=O)N1Nc1ccccc1 (stereo unspecified)	7.9
40	Cn1cc(CCC(=O)NC2CC(C)(C)Cc3c2cnn3-c2ccc(F)cc2)cn1 (stereo unspecified)	-7.1
41	CC1CN(C(=O)COC(=O)c2cc(=O)[nH]c3ccccc23)CC(C)O1 (stereo unspecified)	5.5
42	N#Cc1ccc(CC(C(=O)O)N2Cc3ccccc3C2=O)cc1 (stereo unspecified)	6.2
43	Cc1ccccc1/C(N)=N/OC(=O)N1c2ccccc2Sc2ccccc21	0.6
44	CCN(CC(=O)NC(=O)NC1CCCC1)Cc1ccccc1	9.9
45	CO[C@H]1CC[C@@H]2CCN(C)C(=O)[C@H](C)N(C)C(=O)c3cccc(C#N)c3OC[C@@H]1O2	5.9[25 µM]
46	CCN=C(NS(=O)(=O)c1ccc(Br)cc1)c1ccc(Cl)cc1	21.2
47	CCC(=O)N[C@@H]1CC[C@@H](CC(=O)NCc2ccccc2F)O[C@H]1CO	-9.9[25 µM]
48	COc1ccccc1CCc1nnc(CCC(=O)NCC(C)Oc2cccnc2)o1 (stereo unspecified)	-0.9

Further records.
item	molecule	CD40 NFkB inh
49	Cc1ccc(CNC(=O)COC(=O)c2cccc(S(=O)(=O)N3CCCCC3)c2)cc1	9.8
50	Cc1ccc(S(=O)(=O)N(C)C[C@H]2OCCCC[C@@H](C)Oc3ccc(NS(=O)(=O)c4ccccc4)cc3C(=O)N([C@H](C)CO)C[C@H]2C)cc1	11.2
51	Oc1ccccc1C=NNC(=S)NN=Cc1ccccc1O	-44.4
52	O=C(NCC1CC1)[C@H]1[C@H](CO)[C@H]2Cn3c(ccc(/C=C/c4ccccc4)c3=O)[C@@H]1N2C(=O)C1CC1	-1.5[25 µM]
53	O=C(Oc1ccnc2cc(Cl)ccc12)N1CCOCC1	3.7
54	O=C(Oc1cccc2ccccc12)C1CC1	0.5
55	COc1cc(S(=O)(=O)N2CCOCC2)cc(C(=O)NCC(c2cccs2)N2CCOCC2)c1OC (stereo unspecified)	8.3
56	CC(=O)N1[C@H](CO)[C@H](c2ccc(-c3ccccc3)cc2)[C@@H]1CNC(=O)C1CC1	1.9
57	CCc1ccc(-c2cc3c(=O)n(CC(=O)NCCN4CCCCC4C)nc(C)n3n2)cc1 (stereo unspecified)	-15.1
58	O=C1C(=O)C(c2ccccc2)C(=O)C1c1ccccc1 (stereo unspecified)	-20.3
59	CCc1ccc(CN(C)C(=O)c2cccc(S(=O)(=O)Nc3ccccc3OC)c2)cc1	1.4
60	O=C(O)CCC1COc2ccccc2O1 (stereo unspecified)	4.4

New compounds follow:
item	molecule	CD40 NFkB inh
61	CCC(=O)Nc1ccc2c(c1)OC[C@H](C)N(Cc1ccccc1)C[C@@H](C)[C@@H](OC)CN(C)C2=O	-1.8[25 µM]
62	Cc1nn(C(C)C(=O)O)c(C)c1[N+](=O)[O-] (stereo unspecified)	2.6
63	O=C(COC(=O)C1CC2C=CC1C2)NCc1ccco1 (stereo unspecified)	5.5
64	COC(=O)Nc1ccc(S(=O)(=O)N2CCCC(C(=O)N3CCCCCC3)C2)cc1 (stereo unspecified)	7.2
65	O=C(C[C@@H]1CC[C@H]2[C@@H](COC[C@@H](O)CN2C(=O)c2ccc(F)cc2)O1)N1CCCCC1	-1.6[25 µM]
66	CCCNC(=O)N1[C@H](C#N)[C@H](c2ccccc2-c2ccc(F)cc2)[C@@H]1CO	26.1[25 µM]
67	C[C@H](CO)N1C[C@H](C)[C@@H](CN(C)Cc2ccccc2C(=O)O)OCc2cnnn2CCCC1=O	0.8[25 µM]
68	COC(=O)c1c(C)cccc1C1CN=NC12Cc1ccccc1C2=O (stereo unspecified)	-16.9
69	COc1cccc(NC(=O)CN(C)C(=O)c2ccc(COc3ccccc3)cc2)c1	-23.9
70	CCCCCC1CC(CC#CCN2CCOCC2)C(=O)O1 (stereo unspecified)	1.9
71	ClC1(Cl)CC1Cn1cnc2ccccc21 (stereo unspecified)	11.5
72	CCc1nnc(NC(=O)CCc2c[nH]c3ccccc23)s1	-2.5

(further entries)
item	molecule	CD40 NFkB inh
73	N#Cc1nccnc1N1CCN(C(=O)Nc2ccccc2)CC1	7.3
74	COc1ccc(OC)c(NCc2nnc(-c3ccccc3)o2)c1	4.3
75	CC1CN(C(=O)CN2C(=O)NC3(CCCCCCC3)C2=O)CC(C)O1 (stereo unspecified)	12.2
76	COCc1c(C(=O)Nc2ccc(Cl)cc2F)oc2ccccc12	-46.7
77	O=C(CCNS(=O)(=O)c1ccccc1C(F)(F)F)NNC(=O)c1csc(N2CCOCC2)n1	-0.7
78	O=C(O)c1cc2cc(F)ccc2[nH]1	10.9&3.5
79	N#C[C@@H]1[C@H](c2ccc(C#Cc3ccccc3F)cc2)[C@H](CO)N1C(=O)C1CCCC1	0.8
80	NC(CCc1ccccc1)c1csc(NC(=O)Nc2ccccc2Oc2ccccc2)n1 (stereo unspecified)	-6.2
81	CC(NC(=O)CCNC(=O)c1ccccc1Cl)C1CC2CCC1C2 (stereo unspecified)	1.9
82	O=C(NCCSCc1c(F)cccc1Cl)c1ccco1	-13.9
83	Cc1noc(C)c1CSc1ccccc1C(=O)Nc1nccs1	1.2
84	O=C(c1cnccn1)N1CCc2ccccc21	0.3

Next section.
item	molecule	CD40 NFkB inh
85	CN1c2ccc(-c3cccc(C#N)c3)cc2[C@@H]2[C@@H](CCN2C(=O)C2CCCC2)[C@@H]1CO	31.3
86	C[C@@H]1CN([C@H](C)CO)C(=O)c2ccccc2-c2ccccc2CO[C@@H]1CN(C)Cc1ccc(O)cc1	-11.6
87	COCCOc1ccc(C(F)(F)F)cc1NC(=O)CN1C(=O)NC2(CCCc3ccccc32)C1=O (stereo unspecified)	0.2
88	O=C(Cc1cn2ccsc2n1)NCc1ccccc1	0.1
89	COC(=O)c1oc2ccc(Cl)cc2c1N	-6.6
90	Cc1ccc(S(=O)(=O)N(C)C[C@H]2OCCCC[C@@H](C)Oc3ccc(NC(=O)c4ccncc4)cc3C(=O)N([C@@H](C)CO)C[C@H]2C)cc1	7.5[25 µM]
91	O=C(/C=C\c1ccc(-c2cccc([N+](=O)[O-])c2)o1)N1CCOCC1	-19.1
92	C[C@@H]1CN([C@H](C)CO)C(=O)CCCn2nncc2CO[C@@H]1CN(C)S(=O)(=O)c1cn(C)cn1	2.3[25 µM]
93	CCN(CC)CCC=C(c1cccs1)c1cccs1	-3.2
94	Cc1cc(C)n2nc(SCC(=O)N3CC(C)CC(C)C3)nc2n1 (stereo unspecified)	4.4
95	O=C(COC(=O)c1c2c(nc3ccccc13)CCCCC2)c1ccc(Cl)s1	2.6
96	O=C(OCC(=O)N1CCN(Cc2ccccc2)CC1)c1ccc(Cl)cc1	0.8

More results.
item	molecule	CD40 NFkB inh
97	O=C1CC(c2cccnc2)c2cc3c(cc2N1)OCCO3 (stereo unspecified)	6.1
98	NC1=NC2(CCCC2)N=C(Nc2ccccc2)N1	2.7
99	CN1C(=O)c2cc(NC(=O)C3CCCCC3)ccc2OC[C@@H]2O[C@@H](CC(=O)NCC3CCCCC3)CC[C@@H]21	3.5
100	O=C(CNC(=O)c1ccccc1)Sc1ccccc1	9.9
101	O=C(c1ccc(F)cc1)N1C[C@H]2[C@@H](c3ccccc31)[C@@H](CO)N2C(=O)c1ccccc1	-54.8
102	CN1[C@@H]2Cn3c(ccc(C4=CCCCC4)c3=O)[C@H]1[C@@H](C(=O)NCc1cccc(F)c1)[C@@H]2CO	3.3[25 µM]
103	c1ccc(CN2CCC(N3CCN(Cc4ccc5c(c4)OCO5)CC3)CC2)cc1	3.6
104	O=c1cnn([C@@H]2O[C@H](CO)[C@@H](O)[C@H]2O)c(=O)[nH]1	-1.3
105	Cc1cc(Cl)ccc1NC(=O)Cn1cncn1	1.1
106	CCN(C(=O)COC(=O)/C=C/c1ccc2c(c1)OCO2)c1c(N)n(Cc2ccccc2)c(=O)[nH]c1=O	1.8
107	N#C[C@H]1[C@@H](c2ccc(-c3ccccc3F)cc2)[C@@H](CO)N1C(=O)C1CCOCC1	10.0
108	N#C[C@H]1[C@H](c2ccccc2-c2ccc(F)cc2)[C@@H](CO)N1C(=O)NC1CCCCC1	30.5[25 µM]

Laid out differently: entries from further up
| item | CD40 NFkB inh | structure |
| --- | --- | --- |
| 21 | 1.2 | C[N+]12CCC(CC1)C(OC(=O)C(O)(c1ccccc1)c1ccccc1)C2 (stereo unspecified) |
| 60 | 4.4 | O=C(O)CCC1COc2ccccc2O1 (stereo unspecified) |
| 76 | -46.7 | COCc1c(C(=O)Nc2ccc(Cl)cc2F)oc2ccccc12 |
| 9 | 1.4[25 µM] | COc1ccccc1NC(=O)N1CC(=O)N2[C@H](C1)[C@H](c1ccc(C#CC(C)C)cc1)[C@@H]2CO |

More compounds.
item	molecule	CD40 NFkB inh
109	COc1cc(-c2csc(N3CCOCC3)n2)cc(OC)c1OC	-9.7
110	Cc1ccc(S(=O)(=O)N(C)CC(=O)OCC(=O)NC(=O)NC(C)C)cc1	8.5
111	COc1ccc(N2CCN(C3CCCN(Cc4ccccc4OCCO)C3)CC2)cc1 (stereo unspecified)	8.9
112	C[C@@H]1CN([C@@H](C)CO)C(=O)c2c(c3ccccc3n2C)-c2ccccc2CO[C@@H]1CN(C)C(=O)CCC(F)(F)F	3.4[25 µM]
113	O=C(NCc1ccc(-c2csnn2)cc1)c1cccs1	-1.1
114	O=C(Nc1ccccc1F)N1CCCCN2[C@@H](CO)[C@H](c3ccc(C#Cc4cccnc4)cc3)[C@@H]2C1	12.4[25 µM]
115	COc1cc(/C=N/NC(=O)COc2ccccc2[N+](=O)[O-])ccc1OC(=O)c1ccco1	-14.7
116	CCOc1ncnc2c1[nH]c1ccccc12	-28.2
